MrgX1 ag: agonists of human MrgX1 receptor; Q96LB2; MrgX1-HEK293 cells, Fluo-4 calcium fluorescence, agonist mode; hits give high values; B-score at 10 µM; hit rate 0.44% among 310,000;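 active = calcium response B-score plate-corrected fluorescence ratio at least 3 library SD, with starting fluorescence B-score inside 5 SD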
Target sequence (Q96LB2 whole entry, looked up): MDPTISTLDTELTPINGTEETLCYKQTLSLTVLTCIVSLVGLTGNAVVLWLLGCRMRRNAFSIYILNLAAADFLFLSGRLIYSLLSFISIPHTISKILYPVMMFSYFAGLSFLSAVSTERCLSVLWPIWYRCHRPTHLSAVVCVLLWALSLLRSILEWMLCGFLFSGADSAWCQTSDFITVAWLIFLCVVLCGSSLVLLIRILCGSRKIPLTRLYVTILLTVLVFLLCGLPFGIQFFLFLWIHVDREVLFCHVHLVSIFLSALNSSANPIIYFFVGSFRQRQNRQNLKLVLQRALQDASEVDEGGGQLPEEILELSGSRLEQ
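Material: MrgX1-expressing HEK293 cells / Dosing: compound as first of three additions / Incubation: overnight seeding, then 1 h dark dye loading / Signal: Fluo-4 NW calcium fluorescence / Evaluation: B-scored fluorescence response ratio / Benchmarks: positive and negative control wells on each plate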
TRPC4 agonist: activators of mouse TRPC4 channel. Q9QUQ5. HEK293 TRPC4beta/mu-opioid, Fluo4 calcium fluorescence; hits give high values. B-score at 10 µM. hit rate 0.49% among 310,000;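 active = B-score above 5 SD of library B-scores, and initial fluorescence ratio not above library mean plus 5 SD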;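 also: positive B-score marks a calcium rise read as TRPC4 activation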
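System – HEK293 cells stably co-expressing mouse TRPC4beta and mu-opioid receptor · Signal – Fluo4 calcium-sensitive dye fluorescence, kinetic, 1 Hz baseline · Benchmarks – buffer (low) and maximal DAMGO (high) · Read-out – B score of integrated fluorescence ratio per well · Incubation – dye loading 45 min room temperature, 110 s kinetic read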
MrgX1 antag: blocks BAM8-22 activation of human MrgX1 receptor. Q96LB2. MRGX1-HEK293 calcium flux, Fluo-4, BAM8-22 antagonism; hits give low values. B-score at 10 µM. hit rate 1.3% among 310,000;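 active = calcium-response B-score plate-corrected more than 3 library SD below zero, starting fluorescence within 5 deviations, no agonist response on first addition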;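 also: peak minus trough fluorescence over baseline after final BAM8-22 challenge near maximal dose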
TRPC6 activator: activators of mouse TRPC6 channel | Q61143 | HEK293-TRPC6 membrane potential dye fluorescence; hits give high values | B-score at 10 µM | hit rate 0.13% among 310,000;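 active = B-score of the integrated fluorescence ratio above library mean plus 3 SD, and starting fluorescence ratio within library mean plus 5 SD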;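 also: higher score means more depolarization so channel activation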
TMEM16A inh: blocks the mouse calcium-activated chloride channel TMEM16A | AID 588511 | HEK293 TMEM16A/YFP iodide influx fluorescence, ionomycin | hit rate 1.2% among 310,000 | normalized B-score (activity score, 25-100; higher = stronger inhibition) at 10 µM;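 active = ratio plate-corrected score three or more library SD toward inhibition, starting fluorescence score within five deviations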;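 also: score derived from kinetic fluorescence span divided by baseline fluorescence per well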
MrgX1 PAM: allosterically activates human MrgX1 receptor signaling; MrgX1-HEK293, Fluo-4 calcium flux, FDSS; hits give high values; B-score at 10 µM; hit rate 0.63% among 310,000;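 active = plate-corrected calcium response at least 3 library SD above typical, normal starting fluorescence, not activating the receptor alone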;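 also: compound read alongside a low EC10 to EC30 dose of BAM8-22 agonist; peak minus trough fluorescence over baseline measured at the second addition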
SKKanGAS inh: SKKanGAS growth inhibition. AID 1662. hit rate 1.3% among 300,000. S. pyogenes SKKanGAS, kanamycin growth, BacTiter-Glo, 6 h. inhibition, % at 7.5 µM;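 active = mean replicate score, as percent of positive control median, at least 50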;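 also: strain carries kanamycin resistance gene driven by streptokinase promoter and grows in 40 µg/ml kanamycin; loss of luminescence reflects streptokinase promoter inhibition or plain growth inhibition; 0% = median of DMSO wells and 100% = positive control at its reference dose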
TRPC4 inh: inhibitors of mouse TRPC4 channel | Q9QUQ5 | HEK293 TRPC4beta/mu-opioid, DAMGO-evoked Fluo4 calcium flux; hits give low values | B-score at 10 µM | hit rate 0.39% among 300,000 | AID 2247;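 active = B-score over 3 SD under the library average, no early fluorescence shift, positive overall ratio signal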
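Material: HEK293 cells with stable TRPC4beta plus mu-opioid receptor expression; probe or stimulus: DAMGO in two steps, submaximal then maximal; technique: Fluo4 calcium fluorescence by kinetic imaging, 5 s 1 Hz baseline; measure: integrated fluorescence ratio relative to baseline, converted to per-well B score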
ANO1 activ: activators or potentiators of mouse TMEM16A chloride channel; Q8BHY3; HEK293 TMEM16A/YFP-H148Q/I152L, iodide quench fluorescence; hits give low values; B-score at 10 µM; hit rate 0.3% among 340,000; AID 623877;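 active = fluorescence-ratio B-score plate-corrected deviation score at least 3 library SD below zero, with starting fluorescence score within 5 deviations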;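 also: channel opened by trigger with iodide after compound preincubation; score built on the fluorescence ratio of max minus min over baseline; more negative score means more quench and so TMEM16A activation or potentiation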
TRPC4 potent: allosteric potentiators of mouse TRPC4 channel. hit rate 0.42% among 310,000. AID 2227. B-score at 10 µM. HEK293 TRPC4beta/mu-opioid, DAMGO EC20, Fluo-4 Ca2+ flux; hits give high values;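 active = B-score of calcium response area above 5 SD of library B-scores, with initial fluorescence ratio within 5 SD of library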;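 also: B-score of integrated fluorescence ratio over time as area under calcium response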
TRPC6 inh: blocks the mouse TRPC6 cation channel | HEK293-TRPC6, membrane potential dye, ACh-evoked depolarization; hits give low values | hit rate 1.1% among 310,000 | B-score at 10 µM;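 active = B-score under library mean minus 3 SD, initial fluorescence not abnormally high, positive integrated signal ratio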;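 also: B-score derived from integrated fluorescence ratio over the kinetic read; more negative B-score means stronger inhibition of depolarization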
The depositor's hits bear a star; i = inactive; · = no result given.

SMILES | MrgX1 ag | TRPC4 agonist | MrgX1 antag | TRPC6 activator | TMEM16A inh | MrgX1 PAM | SKKanGAS inh | TRPC4 inh | ANO1 activ | TRPC4 potent | TRPC6 inh
CCN(CC)CCn1c(NCc2ccco2)nc2ccccc21 | i | i | i | i | i | i | 1 | i | i | i | i
c1coc(CN2CN=C(Nc3nc4ccccc4s3)NC2)c1 | i | i | i | i | i | i | 7 | i | i | i | i
CC(=O)N1CCc2ccc(S(=O)(=O)N3CCN(C)CC3)cc21 | i | i | i | i | i | i | -10 | i | i | i | -5.1*
CCOC(=O)c1cccc(NC(=O)Cn2cc3c(n2)CCC(C)C3)c1 (centres undefined) | i | i | i | i | i | i | -8 | i | i | i | i
C#CCNC(=O)C1=C[C@@H](c2coc3ccccc3c2=O)C[C@@H](OCc2ccc(CO)cc2)O1 | i | i | i | i | i | i | -1 | i | i | i | i
N#Cc1nc(COc2ccccc2F)oc1NCCCn1ccnc1 | i | i | i | i | 100* | i | 4 | i | · | i | i
Cn1cc(CC(=O)NCCCN2CCOCC2)c2ccccc21 | i | i | i | i | i | i | -3 | i | i | i | i
COc1cccc(CN2CCN(Cc3cc(OC)c(OC)cc3[N+](=O)[O-])CC2)c1 | i | i | i | i | i | i | -2 | i | i | i | i
COCCN(C(=O)COC(=O)c1cccc2ccccc12)c1c(N)n(Cc2ccccc2)c(=O)[nH]c1=O | i | i | i | i | i | i | -6 | i | i | i | i
N#CCc1c(C#N)c(N)nc(N2CCN(Cc3ccc4c(c3)OCO4)CC2)c1C#N | i | i | i | i | i | i | · | i | i | i | i
C=CCNCC(=O)Nc1sc2c(c1C(=O)Nc1ccc(OC)cc1OC)CCC2 | i | i | i | i | i | i | 0 | i | i | i | i
O=[N+]([O-])c1nn(-c2ccc3c(c2)OCCO3)n(O)c1=Nc1ccc(Cl)cc1 | i | i | i | i | i | i | 17 | i | i | i | i
Cc1cc(C)c(OCCNC(=O)c2ccccc2Sc2ccccc2C#N)c(C)c1 | i | i | i | i | i | i | 11 | i | i | i | i
COC(=O)Oc1ccc(/C=N/NC(=O)CN(c2ccccc2Cl)S(C)(=O)=O)cc1OC | i | i | i | i | i | i | 3 | i | i | i | i
O=C(Nc1ccon1)c1sc2ccccc2c1Cl | i | i | i | i | i | i | -4 | i | i | i | i
COc1ccccc1NS(=O)(=O)c1cccc(C(=O)N/N=C/c2ccc(OCC(=O)O)cc2)c1 | i | i | i | i | i | i | 6 | i | i | i | i
CC(OC(=O)COc1ccccc1Cc1ccccc1)C(=O)N(C)c1ccccc1 (centres undefined) | i | i | i | i | i | i | 12 | i | i | i | i
Cn1c(=O)c(C(=O)NNC(=O)c2cccc(Cl)c2)c(O)c2ccccc21 | i | i | i | i | i | i | 62* | i | i | i | i
COc1cc(C=O)ccc1OC(=O)c1cccnc1 | i | i | i | i | i | i | 3 | i | i | i | i
O=C(O)CNS(=O)(=O)c1ccc2c(c1)CCCC2 | i | i | i | i | i | i | -4 | i | i | i | i
OCCNCC1(O)C2CC3CC(C2)CC1C3 (centres undefined) | i | i | i | i | i | i | -5 | i | i | i | i
O=C(OCC(=O)N1CCCCC1)c1ccccc1SCC(=O)N1CCCCC1 | i | i | i | i | i | i | -6 | i | i | i | i
COCc1cc(=O)[nH]c(/N=C(\N)Nc2ccc(C)cc2)n1 | i | i | i | i | i | i | -2 | i | i | i | i
Cn1c(C(=O)OCC(=O)NCCc2ccccc2)cc2sccc21 | i | i | i | i | i | i | -23 | i | i | i | i
Cc1c(C#N)c(N=CN(C)C)c(C(=O)c2ccc(Br)cc2)n1-c1ccccc1 | i | i | i | i | i | i | -11 | i | i | i | i
Cc1nc(N2CCC(C)CC2)c2c(C)c(C(=O)Nc3ccc(C(F)(F)F)cc3)sc2n1 | i | i | i | i | i | i | 75* | i | i | i | i
C=CCn1c(O)c(C2=c3ccccc3=NC2=O)sc1=Nc1ccc(O)cc1 | i | i | i | i | i | i | 41 | i | i | i | -8*
COC(=O)c1ccc(NC(=O)c2ccc(NC(=O)c3ccco3)cc2)cc1 | i | i | i | i | i | i | -4 | i | i | i | i
N#CCNC(=O)c1cccn1-c1ncc(C(F)(F)F)cc1Cl | i | i | i | i | i | i | 0 | i | i | i | i
CN(C)/C(CN1CCCCC1)=C1\N=C(c2ccccc2)OC1=O | i | i | i | i | i | i | -3 | i | i | i | i
O=C(O)/C=C/C(=O)NCc1ccccn1 | i | i | -6.7* | i | i | i | -1 | i | i | i | i
COc1cc(CC(=O)Oc2ccc3c(c2)OCO3)cc(OC)c1OC | i | i | i | i | i | i | 3 | i | i | i | i
COc1cccc(C2/C(=C(/O)c3ccccc3)C(=O)C(=O)N2Cc2ccco2)c1 (centres undefined) | i | i | i | i | i | i | 31 | i | i | i | i
CC(C)CN(C(=O)c1ccco1)c1nc2ccccc2s1 | i | i | i | i | i | i | 1 | i | i | i | i
O=C(Cc1cccc2ccccc12)Nc1ccccc1 | i | i | i | i | i | i | 1 | i | i | i | i
CCOc1ccccc1-c1noc(CCCC(=O)NC2CCCCC2)n1 | i | i | i | i | i | i | 17 | i | i | i | i
CN(Cc1ccccc1)S(=O)(=O)c1ccc2c(c1)NC(=O)CC(=O)N2 | i | i | i | i | i | i | -17 | i | i | i | i
CCOCCCNC(=O)c1c(N)n(-c2ccc(S(N)(=O)=O)cc2)c2nc3ccccc3nc12 | i | i | i | i | i | i | 5 | i | i | i | i
O=C(CN(C(=O)CSc1nc2ccccc2o1)c1ccccc1)NC1CCCCC1 | i | i | i | i | i | i | 4 | i | i | i | i
COCCN1C(=O)N[C@@H](c2cccc(C(F)(F)F)c2)[C@@H](C(=O)OC)[C@H]1C | i | i | i | i | i | i | 11 | i | i | i | i

3 entries from above, sorted by heavy-atom count, descending.
SMILES | MrgX1 ag | TRPC4 agonist | MrgX1 antag | TRPC6 activator | TMEM16A inh | MrgX1 PAM | SKKanGAS inh | TRPC4 inh | ANO1 activ | TRPC4 potent | TRPC6 inh
O=C(CN(C(=O)CSc1nc2ccccc2o1)c1ccccc1)NC1CCCCC1 | i | i | i | i | i | i | 4 | i | i | i | i
CCOc1ccccc1-c1noc(CCCC(=O)NC2CCCCC2)n1 | i | i | i | i | i | i | 17 | i | i | i | i
CC(C)CN(C(=O)c1ccco1)c1nc2ccccc2s1 | i | i | i | i | i | i | 1 | i | i | i | i

(cont.)
SMILES | MrgX1 ag | TRPC4 agonist | MrgX1 antag | TRPC6 activator | TMEM16A inh | MrgX1 PAM | SKKanGAS inh | TRPC4 inh | ANO1 activ | TRPC4 potent | TRPC6 inh
COC(=O)C1=C(C)N(c2ccc(F)c(Cl)c2)C(=O)C1 | i | i | i | i | i | i | 2 | i | i | i | i
CCC1(C)Cc2c(sc3nn[nH]c(=O)c23)CO1 (centres undefined) | i | i | i | i | i | i | 7 | i | i | i | i
NNC(=O)CNC(c1ccccc1)c1cc(Br)ccc1NC(=O)c1cccc(Cl)c1 (centres undefined) | i | i | i | i | i | i | 27 | i | i | i | i
O=C1CCC([N+](=O)[O-])C(c2cccc([N+](=O)[O-])c2)N1 (centres undefined) | i | i | i | i | i | i | 2 | i | i | i | i
Cc1cc(S(=O)(=O)N2CCCC2)c(C)s1 | i | i | i | i | i | i | -8 | i | i | i | i
Cc1cc(-c2ccc(C)c(S(=O)(=O)NCCCN3CCN(c4ccccc4F)CC3)c2)on1 | i | i | i | i | i | i | -7 | i | i | i | i
CCn1c(Cc2ccc(OC)cc2)nnc1SCC(=O)Nc1ccc(N2CCOCC2)cc1 | i | i | i | i | i | i | 4 | i | i | i | i
COC(=O)C1CCN(C(=O)COC(=O)C2CCN(S(=O)(=O)c3ccc(C)c(C)c3)CC2)CC1 | i | i | i | i | i | i | -3 | i | i | i | i
CN1CCN(C(N)=NC(=O)c2ccccc2)CC1 | i | i | i | i | i | i | 5 | i | i | i | i
Cc1cc(C)cc(N(CCC#N)C(=O)CSc2n[nH]c(N)n2)c1 | i | i | i | i | i | i | -9 | i | i | i | i
O=C1N(Cc2cccc(Cl)c2)C[C@@H]2C[C@@H](c3ccccn3)N3CCC[C@@]123 | i | i | i | i | i | i | -7 | i | i | i | i
CSCCC(NC(=O)c1ccco1)C(=O)O (centres undefined) | i | i | i | i | i | i | -2 | i | i | i | i
COC(=O)c1ccc(CSc2ccccc2C)o1 | i | i | i | i | i | i | -9 | i | i | i | i
O=C(CCC1CCCCC1=O)c1ccccc1 (centres undefined) | i | i | i | i | i | i | 1 | i | i | i | i
S=c1[nH]c2cc(Br)cnc2[nH]1 | i | i | i | i | i | i | 7 | i | i | i | i
CCc1ccccc1NC(=O)C1C2C=CC(O2)C1C(=O)O (centres undefined) | i | i | i | i | i | i | 0 | i | i | i | i
COC(=O)C1=C(C)N=C2SC(C)C(=O)N2C1c1ccc(C(=O)OC)cc1 (centres undefined) | i | i | i | i | i | i | -3 | i | i | i | i
CCOC(=O)N1CCN(CC(O)COc2c(C)cccc2C)CC1 (centres undefined) | i | i | i | i | i | i | 0 | i | i | i | i
CC(C)Oc1ccc(S(=O)(=O)N2CCCCC2)cc1NC(=O)CN1C(=O)NC2(CCCC2)C1=O | i | i | i | i | i | i | -1 | i | i | i | i
Cc1ccc(/C(N)=N/OC(=O)c2ccc3ccccc3c2)cc1 | i | i | i | i | i | i | -13 | i | i | i | i
CCCCc1nc2n[nH]c(N)c2c2c1CCC2 | i | · | i | · | i | i | · | · | i | · | ·
O=C(Nc1ccc(C(=O)O)cc1)/C(=C/c1cccc(Br)c1)NC(=O)c1ccco1 | i | i | i | i | i | i | 0 | i | i | i | i
O=C(O)CCN1C(=O)C2C3c4ccccc4C(c4ccccc43)C2C1=O (centres undefined) | i | i | i | i | i | i | 2 | i | i | i | i
CC1(C)Cc2c(cnn2-c2cccc(F)c2)C(NC(=O)CSc2ccncc2)C1 (centres undefined) | i | i | i | i | i | i | 3 | i | i | i | i
CN(C)CCN1C(=O)C(=O)/C(=C(/O)c2ccc(OCc3ccccc3)cc2)C1c1ccncc1 (centres undefined) | · | i | · | i | · | · | -4 | i | i | i | i
CC(C)CN(C)C(=O)CC1C(=O)NCCN1C (centres undefined) | i | i | i | i | i | i | -1 | i | i | i | i

From PubChem
